# High-throughput results deposited in PubChem BioAssay by several laboratories.
# CIT2 TOR yeast: modulators of TOR pathway CIT2-GFP in S. cerevisiae | S. cerevisiae CIT2-GFP strain, flow cytometry, 3 h; 100 means same as DMSO wells | GFP response vs DMSO, % at 10 µM | 320,000 compounds, 0.065% hits | AID 2029;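 active = GFP response relative to DMSO above a set limit, near the screen mean plus 3 SD, cut at about 150% in these data; inconclusive = Fewer than 70 cells measured for a yeast strain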;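 note: ratio of well median GFP fluorescence to mean of DMSO wells on the plate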
# AHR act: human AHR activation; 320,000 compounds, 2.5% hits; activation, % at 5 µM; P35869; AHR-responsive luciferase reporter cells, luminescence; AID 2796; in the data active = activation above about 47%;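 note: 0% = vehicle wells and 100% = reference agonist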
# Target sequence (P35869 whole entry, looked up): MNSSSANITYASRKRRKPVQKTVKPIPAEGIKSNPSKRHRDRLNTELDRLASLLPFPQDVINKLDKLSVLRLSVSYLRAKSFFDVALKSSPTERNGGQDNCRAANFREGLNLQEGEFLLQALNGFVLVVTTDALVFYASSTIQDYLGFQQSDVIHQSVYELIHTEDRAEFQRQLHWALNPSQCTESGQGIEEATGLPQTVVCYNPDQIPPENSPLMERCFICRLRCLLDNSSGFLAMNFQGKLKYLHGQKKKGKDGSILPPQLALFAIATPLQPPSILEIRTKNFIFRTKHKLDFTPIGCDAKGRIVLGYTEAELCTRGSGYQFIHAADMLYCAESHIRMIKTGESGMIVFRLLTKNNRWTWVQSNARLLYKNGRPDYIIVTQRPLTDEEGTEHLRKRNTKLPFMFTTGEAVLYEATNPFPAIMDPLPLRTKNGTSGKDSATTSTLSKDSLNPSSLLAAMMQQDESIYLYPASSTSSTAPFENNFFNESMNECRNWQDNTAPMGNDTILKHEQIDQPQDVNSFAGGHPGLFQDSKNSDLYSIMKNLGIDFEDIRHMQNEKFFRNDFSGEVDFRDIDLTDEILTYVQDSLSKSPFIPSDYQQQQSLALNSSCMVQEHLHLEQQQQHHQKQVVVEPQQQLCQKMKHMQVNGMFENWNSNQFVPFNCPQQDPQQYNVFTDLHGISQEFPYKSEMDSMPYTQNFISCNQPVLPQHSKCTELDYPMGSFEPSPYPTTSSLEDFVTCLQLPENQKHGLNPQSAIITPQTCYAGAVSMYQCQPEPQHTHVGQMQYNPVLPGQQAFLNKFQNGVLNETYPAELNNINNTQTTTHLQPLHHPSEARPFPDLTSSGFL
# RPL19A TOR yeast: modulators of TOR pathway RPL19A-GFP in S. cerevisiae | S. cerevisiae RPL19A-GFP strain, flow cytometry, 3 h; hits give low values | percent response vs DMSO, % at 10 µM | 330,000 compounds, 0.3% hits | AID 2025;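 active = percent response vs DMSO below 50%; inconclusive = fewer than 70 events counted for the yeast strain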;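 note: median channel GFP fluorescence of the barcoded RPL19A-GFP strain; ratio of sample median GFP to plate DMSO average so 100% = DMSO; lower means less RPL19A-GFP as with rapamycin TOR inhibition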
# CR mimetic SO: yeast age-related superoxide inhibition as caloric restriction mimetic; S. cerevisiae aged cells, superoxide DHE fluorescence; hits give low values; superoxide response (% of plate mean), % at 10 µM; 330,000 compounds, 0.18% hits;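 active = superoxide response under a set limit, about three screen SD below normal, cut at about 65% in these data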;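 note: yeast aged for seven days with compound at 30 °C before DHE staining; 100% = average MFI of all compound-treated wells on the plate with controls excluded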
# AGP1-GFP MLPCN: yeast TOR pathway AGP1-GFP modulation | AID 2066 | GFP response vs DMSO, % at 10 µM | S. cerevisiae AGP1-GFP multiplex flow cytometry, 3 h; GFP as percent of DMSO wells | 320,000 compounds, 0.02% hits;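 active = GFP response relative to DMSO above a set limit, near screen average plus 3 SD, cut at about 150% in these data; inconclusive = fewer than 70 cells counted for the yeast strain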;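 note: median GFP channel fluorescence of the gated AGP1 strain per well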
# MEP2-GFP yeast: alters MEP2-GFP fluorescence in TOR pathway yeast screen; S. cerevisiae MEP2-GFP strain, flow cytometry GFP, 3 h; 100% = DMSO control level; GFP response vs DMSO, % at 10 µM; 330,000 compounds, 0.51% hits;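 active = GFP response versus DMSO above a set limit, roughly screen mean plus 3 SD, cut at about 180% in these data; inconclusive = fewer than 70 cells counted for a yeast strain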;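 note: median GFP fluorescence of the barcode-gated MEP2-GFP cells per well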
# LAP4-GFP MLPCN: yeast TOR pathway LAP4-GFP modulation | S. cerevisiae LAP4-GFP multiplex, flow cytometry GFP, 3 h; median GFP as percent of DMSO wells | GFP response vs DMSO, % at 10 µM | 320,000 compounds, 0.34% hits | AID 2023;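 active = GFP response vs DMSO above a set limit, about the screen mean plus 3 SD, cut at about 150% in these data; inconclusive = under 70 cell events counted for the yeast strain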
# Efflux pump inh: inhibitors of Candida antifungal efflux pumps expressed in yeast; 330,000 compounds, 0.44% hits; inhibition, % at 10 µM; S. cerevisiae Candida pump triplex, Nile Red efflux;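 active = plate passing quality check with inhibition over a set limit, or well fluorescence over plate mean plus 4 SD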;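 note: Nile Red retained in pooled yeast measured as flow cytometry median fluorescence; 0% = buffer negative control and 100% = Enniatin B positive control; higher means more Nile Red kept so more efflux inhibition; some compounds called inactive have numbers as strong as hits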
# Numbers without * were called inactive; ? = inconclusive; nt = not tested or not shown; [ ] = another dose, or the depositor's remark.
cpd	SMILES	RPL19A TOR yeast	CIT2 TOR yeast	MEP2-GFP yeast	AGP1-GFP MLPCN	AHR act	Efflux pump inh	LAP4-GFP MLPCN	CR mimetic SO
1	Cc1ccc(S(=O)(=O)N2CCN(C(=O)c3cc4c(C)nn(-c5ccccc5C)c4s3)CC2)cc1	103	109	105	108	5	0.0	106	115
2	O=C(Nc1ccc(-c2nnc(-c3ccccc3)o2)cc1)c1ccc(Br)o1	101	103	107	102	4	0.2	108	106
3	CCc1cc2c(NCc3ccco3)ncnc2s1	101	91	103	nt	10	-0.1	113	97
4	O=C(O)C/C(=C\c1cc2c(cc1Br)OCO2)c1nc2ccccc2s1	95	64	118	94	0	0.1	102	118
5	Cc1ccc2c(CN(C)Cc3cccc(Cl)c3)cc(=O)oc2c1C	89	83	90	84	14	-0.1	109	105
6	CCOc1cc(/C=N/NC(=O)OC)ccc1OCCSc1ccc(Cl)cc1	95	100	95	94	16	0.2	94	86
7	COc1cc(/C=N/NC(=O)c2cc3ccccc3[nH]2)ccc1O	88	104	92	94	53*	0.0	nt	93
8	O=C(O)CNC(=O)c1cccc(C(F)(F)F)c1	104	98	106	106	-2	0.0	100	91
9	Cc1ccc(C)c2c1N(Cc1ccccc1)C(=O)C21OCCO1	101	96	100	94	0	0.6	94	101
10	CC(C)CCN=Cc1c(O)n(-c2ccccc2)c(=O)c2ccccc12	100	94	101	93	-2	0.1	92	104
11	CCC(=O)N1c2ccc(S(=O)(=O)CCC(=O)NCc3ccc4c(c3)OCO4)cc2CC1C (configuration not stated)	102	103	98	104	0	0.1	97	93
12	O=C(CN(c1cccc(C(F)(F)F)c1)S(=O)(=O)c1ccc(Cl)c([N+](=O)[O-])c1)NCc1ccc(F)cc1	102	100	99	103	-1	-0.2	89	95
13	COC(=O)c1ccc(CN2CCN(Cc3ccc(F)cc3)C(CCO)C2)cc1 (configuration not stated)	104	102	112	117	1	-0.1	101	87
14	CCCC(=O)Nc1sc(C(=O)OC)c(C)c1C(N)=O	101	99	104	104	6	0.0	102	109
15	Cc1ccc(C)c(NCc2n[nH]c(=S)n2-c2ccccc2)c1	92	100	86	93	6	-0.2	88	103
16	COc1ccc(N=Nc2c(C)[nH][nH]c2=O)cc1	99	86	87	91	38	0.1	96	98
17	CCOC(=O)C1CCN(C(=O)Cn2cc(C(=O)C3CC3)c3ccccc32)CC1	99	100	103	103	1	0.0	101	103
18	O=C(CN1C(=O)NC2(CCCC2)C1=O)N1CCN(C(=O)c2ccco2)CC1	99	96	103	104	-4	0.0	103	90
19	O=C(CN1CCN(S(=O)(=O)c2cccc(Cl)c2)CC1)N1CCCCC1	92	92	89	91	-2	0.3	88	106
20	CCOC(=O)NC1(NCc2ccccc2)Oc2ccccc2O1	95	91	98	90	0	0.1	93	84
21	CCOc1nc(-c2ccccc2)ncc1Oc1ccccc1	105	99	106	110	7	0.2	108	96
22	Cc1nnc(SCC(=O)NNC(=O)COc2ccc(Br)cc2)n1C	98	99	96	98	2	-0.1	102	88
23	CCOC(=O)C1CCN(C(=O)c2cc(S(=O)(=O)N3CCCCCC3)ccc2OC)CC1	98	93	90	96	3	0.3	93	118
24	Cc1cc(NC(=O)c2cc(S(=O)(=O)N3CCCCC3)ccc2C)no1	94	89	94	91	2	0.3	90	124
25	Cc1onc(-c2ccccc2Cl)c1C(=O)OCC(=O)Nc1cccc(S(=O)(=O)N2CCOCC2)c1	102	102	96	102	1	0.1	104	86
26	C/C(=N/NC(=O)c1ccc(C)s1)c1ccncc1	106	88	111	92	nt	0.1	80	101
27	COCCn1c(SCC(=O)N2CCCc3ccccc32)nc2cccnc21	99	95	105	100	4	0.0	109	99
28	CCOC(=O)c1c(C)[nH]c(C(=O)COC(=O)C2(C)CC2(Cl)Cl)c1C (configuration not stated)	98	100	93	97	4	0.1	95	100
29	Cc1ccc2nc(N3CC(C)OC(C)C3)nc(-c3ccccc3)c2c1 (configuration not stated)	94	88	96	77	2	0.8	87	111
30	Cc1csc(NC(=O)CN2C(=O)COc3ccc(Cl)cc32)n1	91	102	101	92	1	0.0	85	101
31	COc1ccc(CNC(=O)C2CC(C)=C(C)CC2C(=O)O)cc1OC (configuration not stated)	100	106	106	92	-2	0.0	98	103
32	O=C(CN1C(=O)c2ccccc2S1(=O)=O)NCc1ccco1	93	96	97	97	0	0.1	93	98
33	Cc1ccc(NC(=O)CC2S/C(=N/N=C3/NC(=O)CS3)NC2=O)cc1 (configuration not stated)	95	92	97	97	5	0.1	92	117
34	COc1ccc(-c2cc(=O)c3ccccc3n2C)cc1	99	98	112	103	-5	-0.1	106	87
35	Fc1cccc(NC(=S)N2CCCCC2)c1	98	105	110	103	1	-0.2	104	91
36	O=C(CCCOC(=O)c1ccc(O)cc1O)c1ccccc1	89	83	91	86	1	0.0	108	117
37	Cc1ccc(C)c(N2N=C(C(=O)NCCN3C(=O)S/C(=C\c4cccnc4)C3=O)CCC2=O)c1	99	105	95	110	2	-0.1	113	98
38	COc1cc(NC(=O)C2CCC(=O)N2S(=O)(=O)c2ccc(C)cc2)cc(OC)c1 (configuration not stated)	100	101	103	99	2	-0.2	99	96
39	Cc1cccnc1CN1CCN(C(=O)c2cc(COc3ccc4ncccc4c3)on2)CC1	96	103	90	98	-2	0.0	96	92
40	O=C1c2cc(Br)ccc2N(Cc2ccc(Br)cc2)S(=O)(=O)C1c1cc(Cl)c(Cl)cc1[N+](=O)[O-] (configuration not stated)	96	92	104	99	39	0.2	104	81
41	O=C(N/N=C/c1ccncc1)c1cc([N+](=O)[O-])cc([N+](=O)[O-])c1	110	104	106	109	42	0.4	100	131
42	O=C(CC1SC(=Nc2ccc(OC(F)F)cc2)N(CCN2CCOCC2)C1=O)Nc1ccc(F)cc1F (configuration not stated)	98	99	97	97	3	-0.1	88	102
43	C=CCNC(=O)Nc1ccc(Cl)cn1	104	101	98	101	1	0.0	91	96
44	CCOC(=O)c1c(C)[nH]c(C(=O)N/N=C\c2ccccc2O)c1C	93	93	100	93	5	0.0	97	88
45	O=C(Cc1nnc(NC(=O)c2ccccc2)s1)N/N=C/c1cccc(O)c1	100	99	104	93	9	0.3	87	104
46	Cc1ccccc1C(=O)NNC(=O)C(=O)N1CCCCC1	100	89	99	103	7	0.0	103	104
47	COc1ccccc1/C=N/NC(=O)CC(=O)Nc1ccc(Cl)c(Cl)c1	100	103	100	105	17	-0.1	103	101
48	CCN(CC)CCn1c(SCC(=O)Nc2ccc3c(c2)CCC3)nc2ccccc2c1=O	101	106	102	107	1	0.0	101	84
49	NC(=O)NCc1ccccc1Cl	93	nt	94	92	-3	0.2	87	108
50	CCOc1ccc(C(=O)n2cc(C(=O)OC)c3ccccc32)cc1OCC	103	98	103	100	-2	0.1	99	100
51	Cc1ccc(CSc2nc3ccncc3n2CC(=O)Nc2cc(C)cc(C)c2)cc1	96	100	95	100	1	0.0	95	85
52	COc1ccc(Cc2c(N)nc(C)nc2N)cc1	96	91	95	103	0	-0.2	102	86
53	CCOc1ccc(C(=O)COC(=O)CN2C(=O)NC3(CCCCC3C)C2=O)cc1 (configuration not stated)	95	92	98	107	-1	0.2	92	105
54	N#Cc1cccc(NC(=O)COC(=O)CCc2ccc(S(=O)(=O)N3CCOCC3)cc2)c1	96	92	99	97	11	0.0	97	106
55	COc1ccc(NC(=O)C2CCCN(S(=O)(=O)c3c(C)n[nH]c3C)C2)cc1OC (configuration not stated)	93	87	92	92	3	0.1	94	108
56	COc1cc(OC)c(S(=O)(=O)N2CCN(C(=O)c3ccco3)CC2)cc1NC(C)=O	101	103	101	100	0	-0.1	102	90
57	COc1cc(NC(=O)C2CCCO2)c(OC)cc1Cl (configuration not stated)	96	97	96	98	15	0.0	93	88
58	COc1cccc(CC(=O)Nc2nc(C)cs2)c1	97	95	94	103	5	0.1	100	92
59	Cc1ccccc1NC(=O)CSc1nnc(C2CC2)n1CC1CCCO1 (configuration not stated)	93	90	89	95	-3	-0.1	81	98
60	O=C(Nc1cnc2ccccc2c1)c1cccc(-n2cnnn2)c1	99[may fluoresce violet]	?	109[may fluoresce violet]	24[may fluoresce violet]	59*	0.0	100[may fluoresce violet]	95

# Further structures follow.
cpd	SMILES	RPL19A TOR yeast	CIT2 TOR yeast	MEP2-GFP yeast	AGP1-GFP MLPCN	AHR act	Efflux pump inh	LAP4-GFP MLPCN	CR mimetic SO
61	COCCCN(C(=S)Nc1cc(C)cc(C)c1)C(C)c1ccncc1 (configuration not stated)	91	76	83	90	2	1.8	89	103
62	CCCOc1cccc(C(=O)Nc2ccc(Br)cc2F)c1	103	107	112	105	3	0.2	100	121
63	Clc1cccc2sc(N3CCOCC3)nc12	98	110	97	88	-1	-0.1	95	94
64	CC(C)(C)c1ccc(-c2nn(CCC#N)cc2/C=N/O)cc1	97	106	110	107	13	0.1	113	102
65	COc1ccc(/C=N/NC(=O)c2ccc(Cl)cc2)cc1Cn1cc(Cl)cn1	104	103	100	95	7	0.3	87	109
66	CNC(=O)[C@@]1(Cc2ccccc2)C=C[C@@H](C)N1C(=O)OC	101	98	106	105	1	0.2	94	103
67	COc1ccc(NC(=O)c2ccccc2NS(=O)(=O)c2ccc(C)cc2)c([N+](=O)[O-])c1	92	104	100	94	5	-4.2	91	110
68	Cc1cc2cc3c(cc2nc1SCC(=O)N1CCOCC1)OCO3	60[may fluoresce violet]	?	294*[may fluoresce violet]	22[may fluoresce violet]	42	0.0	99[may fluoresce violet]	99
69	O=C(CCC(=O)N(CC(=O)NC1CCCCC1)Cc1cccs1)Nc1nccs1	98	106	100	103	-2	0.1	102	103
70	Cc1cc(C)c(S(=O)(=O)N2CCCCC2CCNC(=O)C(=O)NCc2cccnc2)c(C)c1 (configuration not stated)	89	84	92	87	14	0.1	88	106
71	CC1(C)CC2CC(C)(CN2CC(=O)C(C#N)c2ccccc2)C1 (configuration not stated)	106	106	112	111	3	0.0	106	100
72	COc1ccc(OC)c(C(=O)c2ccc(C(=O)c3cc(OC)ccc3OC)cc2)c1	106	109	111	115	-3	0.0	112	84
73	Cc1ccc(N(Cc2cc3ccccc3[nH]c2=O)C(=O)c2cccs2)cc1	99	101	105	100	0	-0.2	97	92
74	CCOc1ccccc1N1CC(C(=O)Nc2cc(Cl)ccc2-n2cncn2)CC1=O (configuration not stated)	106	111	105	109	6	-0.1	107	98
75	Oc1ccc(C2=NNC(=NCc3ccc4c(c3)OCO4)SC2)c(O)c1	113	109	129	117	6	-1.5	109	100
76	Cc1cc(Sc2nc(NC(C)C)nc(NC(C)C)n2)nc(Cl)n1	95	89	99	100	1	-0.1	108	88
77	FC(F)(F)c1cc(-c2ccccc2)nc(NC2CCCC2)n1	94	92	94	89	2	0.1	93	90
78	COC(=O)c1cnn(-c2ccc(Cl)cc2)c1/C=N/NC(N)=S	94	104	88	108	-1	-0.2	104	115
79	CN1/C(=C/C(=S)NC(=O)C2(C)CC2(Cl)Cl)C(C)(C)c2ccccc21 (configuration not stated)	103	106	109	100	3	0.0	115	96
80	Cc1ccccc1S(=O)(=O)Cc1ccc(C(=O)NCCCN2CCCC(C)C2)o1 (configuration not stated)	96	97	101	95	1	-0.1	93	91
81	Cc1ccc(C2(c3ccc(C)cc3)NC(=O)N(Cc3c(C)noc3C)C2=O)cc1	102	102	92	108	-2	0.1	101	86
